Screening data as filed in PubChem BioAssay.
Vif-A3G inh: blocks the Vif interaction with human APOBEC3G | Q9HC16 | HeLa A3G-eYFP + Vif (tagged APOBEC3G with the HIV-1 protein that degrades it), YFP fluorescence, overnight | Potency, µM (series often up to 46.1 µM), without a hit: top-dose activity, negative = active, actives largely listed as inhibitors | 410,000 tested, 0.076% active;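 further: potency means the concentration at half of the fitted maximal effect; on the % scale 0 is the no-effect control and ±100 the full control effect; nearly all actives have a fitted effect of over 60% in size; hits raise eYFP signal because A3G escapes Vif-driven loss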
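HeLa cells stably expressing Vif and C-terminally eYFP-tagged A3G, seeded overnight at 37 deg C, then exposed to compound by pintool overnight at 37 deg C. Rise in yellow fluorescence (Ex 488/Em 500-530, Acumen) marks blocked Vif-driven A3G degradation.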
D1 PAM: potentiators of human D1 dopamine receptor | P21728 | HEK293 TREx D1 cells, calcium flux, dopamine EC20 potentiation | potentiation, % at 10 µM | 360,000 tested, 0.036% active | AID 504651; in the data active means potentiation above about 30%; further: 0% is about no effect
Target sequence (P21728 whole entry, looked up): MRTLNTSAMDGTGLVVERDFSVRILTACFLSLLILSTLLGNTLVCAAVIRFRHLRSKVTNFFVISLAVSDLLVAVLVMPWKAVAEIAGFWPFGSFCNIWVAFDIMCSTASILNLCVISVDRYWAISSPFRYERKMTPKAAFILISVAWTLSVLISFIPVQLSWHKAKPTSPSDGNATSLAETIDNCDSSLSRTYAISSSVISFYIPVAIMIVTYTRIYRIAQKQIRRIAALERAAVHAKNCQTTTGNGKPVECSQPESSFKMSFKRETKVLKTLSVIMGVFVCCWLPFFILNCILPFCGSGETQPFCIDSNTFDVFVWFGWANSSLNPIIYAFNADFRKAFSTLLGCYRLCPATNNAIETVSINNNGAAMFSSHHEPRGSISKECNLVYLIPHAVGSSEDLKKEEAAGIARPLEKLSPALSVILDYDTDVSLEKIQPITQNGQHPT
Vif-APOBEC3F blk: blocks the Vif interaction with APOBEC3F | HeLa A3F-eYFP + Vif (tagged APOBEC3F with the HIV-1 protein that degrades it), YFP fluorescence increase | 390,000 tested, 0.2% active | Potency, µM (top dose mostly 46.1 µM), for inactives: at the highest dose activity, negative = active; further: potency means the concentration at half of the fitted maximal effect; % of control where 0% means no effect; nearly all actives have a fitted effect of over 65% in size
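HeLa cells stably expressing A3F-eYFP plus Vif, plated and incubated overnight at 37 deg C, then exposed to compounds overnight at 37 deg C. Blocked degradation read as raised yellow fluorescence (Ex 488/Em 500-530).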
LDHA block: blocks human lactate dehydrogenase A; P00338; purified LDHA, NADH/diaphorase-resazurin fluorescence; stronger effect = lower value; activity change, % (values are at about 110 or 230 µM); 480,000 tested, 0.15% active; AID 1347041; in the data active means activity change below about -30%; inconclusive means mostly about -25% to -30%;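 further: plate controls were DMSO wells for no effect and wells without enzyme for full effect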
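Remaining NADH was detected by diaphorase (0.133 mg/mL) converting 37 µM resazurin to fluorescent resorufin, read at 0 and 20 minutes. The preceding 5-minute room-temperature reaction used 2 nM LDHA, 0.2 mM sodium pyruvate and 0.06 mM NADH at pH 7.4.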
RXFP1 ag: RXFP1 (human) receptor agonism; Q9HBX9; HEK293T-RXFP1 cAMP TR-FRET, 30 min; response scale: percent of porcine relaxin response, buffer zero; Potency, µM (titrated, usually from 57.5 µM), inactives show at the highest dose activation, hits mostly activators; 370,000 tested, 0.3% active; further: potency means the concentration at half of the fitted maximal effect; on the % scale 0 is the no-effect control and ±100 the full control effect; nearly all actives have a fitted effect of over 60% in size; many of its hits are not listed in these tables
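cAMP rise read by TR-FRET after 30 min, 37C compound exposure (up to 58 uM) in RXFP1-transfected HEK293 cells with Ro 20174 present. EC50 from Hill-equation fits, with 29 nM porcine relaxin as 100% and buffer as basal.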
GRP78 ERSR act: inducers of ER stress response in human glioma cells; U87-MG GRP78 promoter luciferase reporter, 16 h; Potency, µM, inactives show at the highest dose activation, usual class: activators; 420,000 tested, 0.02% active; AID 602332; further: potency means the concentration at half of the fitted maximal effect; series mostly up to about 76 µM; % of control where 0% means no effect; nearly all actives have a fitted effect of over 35% in size
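ERSR induction read as luciferase luminescence (Bright-Glo, 10 min at room temperature) in stably transfected human U87-MG glioma cells exposed to compounds for 16 h, using GRP78 as sensor.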
D1 ag: activates the human D1 dopamine receptor; P21728; HEK293 T-REx D1 cells, calcium flux, agonist mode; activation, % at 2 µM; 360,000 tested, 1% active; AID 504660; in the data active means activation above about 30%; further: 0% is about no effect
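Tetracycline-induced HEK293 TREx D1 cells, force-coupled to calcium signalling, were dye-loaded with a no-wash calcium kit. Compound was pin-added after a 10 s baseline. Fluorescence was read kinetically at 1 cycle/s for 180 s, with calcium rises flagged as agonism.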
D1 antag: antagonists of human D1 dopamine receptor. P21728. HEK293 TREx D1 cells, calcium flux, dopamine EC80; stronger effect = lower value. activity change, negative = inhibition, % at 10 µM. 360,000 tested, 3.2% active. AID 504652; in the data active means activity change below about -30%; further: on the % scale 0 is the no-effect control and ±100 the full control effect
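Allosteric or orthosteric antagonism assessed as attenuation of the calcium response to EC80 dopamine, added 180 s after compound, in induced HEK293 Trex D1 cells loaded with no-wash calcium dye.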
D2 PAM: positive allosteric modulators of human D2 dopamine receptor. P14416. HEK293 T-REx D2, calcium flux, EC20 dopamine potentiation. 340,000 tested, 0.34% active. potentiation, % at 10 µM;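 active means potentiation over 3 SD above the plate norm, cut at about 30% in these data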; further: 0% is about no effect
Target sequence (P14416 whole entry, looked up): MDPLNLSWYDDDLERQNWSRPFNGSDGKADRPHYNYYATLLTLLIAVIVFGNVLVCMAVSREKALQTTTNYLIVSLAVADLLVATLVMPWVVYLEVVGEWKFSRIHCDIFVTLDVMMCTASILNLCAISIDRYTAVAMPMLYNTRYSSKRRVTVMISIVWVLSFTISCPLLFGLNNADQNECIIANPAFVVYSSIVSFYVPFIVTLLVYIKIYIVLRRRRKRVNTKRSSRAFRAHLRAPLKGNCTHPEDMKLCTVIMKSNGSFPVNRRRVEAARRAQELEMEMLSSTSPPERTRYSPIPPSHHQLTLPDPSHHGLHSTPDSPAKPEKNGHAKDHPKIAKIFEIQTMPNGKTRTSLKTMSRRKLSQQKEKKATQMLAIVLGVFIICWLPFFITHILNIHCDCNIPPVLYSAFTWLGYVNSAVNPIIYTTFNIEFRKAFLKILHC
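Cells plated with tetracycline inducer and held overnight at 30 C; calcium dye loaded 30–90 min at room temperature; baseline taken, compound added and read 180 s; EC20 dopamine then added and read 180 s.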
Numbers without * were called inactive; i = inactive; ? = inconclusive; . = no result given; & = joins results of further samples. Unless noted, the call rests on the fitted dose curve; in most records, active means well fitted curve in the direction sought with a large enough effect; inconclusive means small, poorly fitted or top-dose-only effect, or another doubt; inactive means no such curve, though single readings can be large; an effect the other way counts as inactive or inconclusive.

SMILES	Vif-A3G inh	D1 PAM	Vif-APOBEC3F blk	LDHA block	RXFP1 ag	GRP78 ERSR act	D1 ag	D1 antag	D2 PAM
Cn1cc(C=O)c2nccnc21	-1%	.	0%	-1	.	-6%	.	.	.
Cc1nn(Cc2ccccc2)c(C)c1C(=O)OCC(=O)Nc1cccc(S(N)(=O)=O)c1	0%	-8	1%	-6	-0.3%	-5%	2	-14	6
CCN(CC)c1ccc(N=Cc2c(O)n(-c3ccc(Cl)cc3)c(=O)[nH]c2=O)cc1	0%	-6	-3%	2	-0.5%	1%	6	-38*	1
CCOc1ccc(N=Cc2c(O)n(-c3cc(C)cc(C)c3)c(=O)[nH]c2=O)cc1	-2%	0	-7%	-6	-1.2%	-4%	2	3	1
CC1=CC(C)CC(C)OC(=O)CC(c2ccc(O)cc2)NC(=O)C(Cc2c(Br)[nH]c3ccccc23)N(C)C(=O)C(C)NC(=O)C(C)C1 (stereo not drawn)	-16%	.	5%	-1	.	-3%	.	.	.
Cn1cc(Br)c(C(=O)Nc2ccc3c(C(F)(F)F)cc(=O)oc3c2)n1	3%	-5	2%	1	9.0%	-3%	1	-5	-6
Cn1cc(C(=O)NC2CC2)c2ccccc21	1%	-13	-10%	-6	-0.5%	-1%	3	3	-9
Fc1ccc(Cn2nnnc2CN2CCC(n3nnc4cc(C(F)(F)F)ccc43)CC2)cc1	4%	-1	?	-1	2.0%	1%	2	1	-3
CS(=O)(=O)NNP(=O)(NNS(C)(=O)=O)NC(=O)c1ccc(Br)cc1	-7%	0	0%	-5	-1.0%	-5%	2	-11	-7
CCC1(CC(C)C)C(=O)NC(=S)NC1=O	0%	.	8%	0	.	-3%	.	.	.
O=C(Cn1ncc2c3ccccc3n(Cc3ccccc3)c2c1=O)N1CCC2(CC1)OCCO2	.	1	.	.	-0.5%	.	3	-2	2
O=C(c1cc2cc3ccc(Cl)cc3nc2o1)N1CCC2(CC1)OCCO2	-3%	-3	7%	-2	0.2%	5%	0	1	0
COC(=O)C1=C(c2ccc(F)cc2OCc2ccccc2)C[C@@H]2CC[C@H]1N2C(=O)NCc1ccccc1	-5%	-3	-9%	-4	-0.3%	2%	2	-9	4
CCN(CC)c1ccc(C=C2C(=O)N(C)C(=S)N(C)C2=O)o1	?	0	i	-6	0.6%	0%	50*	-10	4
O=C(Nc1ccc(Cl)cc1)N1CC1	-3%	.	3%	-4	.	7%	.	.	.
COCc1ccc(CN2CCCC(C(=O)c3sccc3C)C2)o1 (stereo not drawn)	0%	-4	13%	-7	1.3%	-4%	2	1	-25
CC(=O)Nc1ccc2c(c1)CC1(C(=O)N(C)C(=O)N(C)C1=O)C1CCCN21 (stereo not drawn)	-1%	-1	-5%	15	2.5%	-7%	6	1	-13
Cc1ccc(N2C(=O)/C(=C/N3CCN(C(=O)c4ccco4)CC3)C(=O)NC2=S)cc1C	-1%	-6	.	-6	1.6%	3%	1	-35*	1
COc1cc(C(=O)OC2C[C@H]3CC[C@@H](C2)N3)ccc1O (stereo partly drawn)	2%	-3	-9%	3	0.0%	-5%	2	1	10
N#CCC(=O)NN1Cc2ccccc2C1=N	2%	-3	3%	1	5.1%	1%	1	17	1
CC12CCC3C(CCC4(O)CC(O)CCC34C=O)C1(O)CCC2C1=CC(=O)OC1 (stereo not drawn)	2%	.	6%	-5	.	-11%	.	.	.
O=C(C(=O)N1CCOCC1)c1cn(Cc2ccccc2Cl)c2ccccc12	2%	-5	6%	-13	0.7%	-4%	5	-7	-6
C[C@]12CC[C@H](O)CC1=CC[C@@H]1[C@@H]2CC[C@]2(C)C(=O)CC[C@@H]12	-2%	.	-3%	-1	.	-2%	.	.	.
COc1ccc(NC(=O)CN2C(=O)C(C)N=C(c3ccccc3)c3ccccc32)cc1OC (stereo not drawn)	0%	-3	3%	6	1.4%	-4%	0	-13	-3
CN1/C(=C\C=Nc2ccccc2)C(C)(C)c2ccccc21	-1%	-3	-3%	4	4.2%	-8%	2	-18	-2
O=C1NC(=O)N(Cc2ccco2)C(=O)/C1=C\c1cccn1CCOc1ccccc1	-5%	-1	0%	-1	-0.2%	-3%	2	3	-11
S=C1NC2(CCCCC2)NC12CCCCC2	1%	-1	-6%	-5	3.8%	-5%	1	9	8
Cc1ccc2c(c1)N(N=O)CCC2	1%	-2	-2%	-8	-0.2%	-2%	0	-1	.
COC(=O)C1=C(c2ccccc2)C[C@@H]2CC[C@H]1N2C(=O)N1CCC(C)CC1	2%	.	5%	1	.	-4%	.	.	.
NC(=O)c1cc(N2CC2)c([N+](=O)[O-])cc1[N+](=O)[O-]	1%	.	0%	-8	.	-3%&0%	.	.	.
COC(=O)C1=C(c2ccc(F)cc2OCc2ccccc2)C[C@@H]2CC[C@H]1N2C(=O)NCc1ccco1	-1%	6	0%	3	0.3%	-4%	-3	.	6
N=C(N)c1c(O)n(C2CCCCC2)c(=O)n(C2CCCCC2)c1=O	-3%	-5	-9%	0	1.6%	-14%	-1	1	7
COc1ccc2c(c1)C13CCN(C)C(C2)C1CCC1(C3)OCCO1 (stereo not drawn)	2%	.	13%	0	.	-1%	.	.	.
CC1([N+](=O)[O-])COP(=O)(Nc2ccccc2F)OC1 (stereo not drawn)	-2%	.	15%	-4	.	-2%	.	.	.
CCCCCCCC(=O)NC(Oc1ccccc1[N+](=O)[O-])C(Cl)(Cl)Cl (stereo not drawn)	-1%	-8	-3%	1	1.8%	3%	4	-20	-2
CC(C)(C)C(=O)C(Oc1ccc(Cl)cc1)n1cncn1 (stereo not drawn)	1%	.	-11%	-6	.	-3%&-5%	.	.	.
CN1CCc2nc3sc(C(=O)NC(C)(C)C)c(N)c3cc2C1	2%	-5	-6%	10	0.7%	2%	0	-6	-5
C1CCC2S[C@H]3CCCCC3NC2C1 (stereo partly drawn)	-1%	-11	7%	-5	2.1%	3%	3	7	12
O=C(c1cccn2c(=O)c3cc(Br)ccc3nc12)N1CCC2(CC1)OCCO2	1%	5	1%	-7	19%	2%	2	-1	11
CC(=O)c1cccc(OCC(O)CN2CC=C(c3ccccc3)CC2)c1 (stereo not drawn)	0%	-3	-7%	-13	2.0%	-8%	0	9	-29

3 compounds drawn at random from those above, as already listed:
SMILES	Vif-A3G inh	D1 PAM	Vif-APOBEC3F blk	LDHA block	RXFP1 ag	GRP78 ERSR act	D1 ag	D1 antag	D2 PAM
COc1ccc2c(c1)C13CCN(C)C(C2)C1CCC1(C3)OCCO1 (stereo not drawn)	2%	.	13%	0	.	-1%	.	.	.
S=C1NC2(CCCCC2)NC12CCCCC2	1%	-1	-6%	-5	3.8%	-5%	1	9	8
COc1ccc(NC(=O)CN2C(=O)C(C)N=C(c3ccccc3)c3ccccc32)cc1OC (stereo not drawn)	0%	-3	3%	6	1.4%	-4%	0	-13	-3

The results go on:
SMILES	Vif-A3G inh	D1 PAM	Vif-APOBEC3F blk	LDHA block	RXFP1 ag	GRP78 ERSR act	D1 ag	D1 antag	D2 PAM
CC1CN(CC(=O)c2ccccc2Cl)CC(C)O1 (stereo not drawn)	-4%	10	?	-1	-1.3%	-5%	3	3	-4
CCOC(=O)C(O)(c1ccc(N(CC)C(=O)COc2ccccc2)cc1)C(F)(F)F (stereo not drawn)	2%	-2	0%	-4	-0.2%	-4%	0	-10	8
NC1CCCCC1N=Cc1c(O)n(Cc2ccc(F)cc2)c(=O)[nH]c1=O (stereo not drawn)	-6%	1	7%	-2	-1.9%	-2%	4	1	-6
COC(=O)C1=C(c2ccc(Cl)c(C(F)(F)F)c2)C[C@@H]2CC[C@H]1N2C(=O)NCc1ccco1	0%	-4	-6%	5	-1.0%	-6%	-1	.	-8
CC1C2Cn3c(nc4ccccc43)C1N(C)O2 (stereo not drawn)	0%	2	-3%	0	-1.8%	-3%	-1	19	-8
O=C1Nc2cc(C(=O)N3CCC4(CC3)OCCO4)ccc2NC1CSCc1cccc(F)c1 (stereo not drawn)	.	-1	.	.	10%	.	1	-7	-5
CC(C)NCC(O)c1ccc(C2CCCC2)cc1 (stereo not drawn)	2%	-8	2%	2	0.8%	-5%	12	-7	-4
CC1=[N+]([O-])C2(N)CCc3nonc3C2(O)C1 (stereo not drawn)	-1%	1	8%	0	1.0%	-4%	7	-1	-4
c1ccc2nc(OCCN3CC3)ccc2c1	5%	-1	7%	-5	2.2%	-5%	1	-7	-14
CCN(CC)C(=O)c1ccc(NC(=O)CN2CCc3cc(OC)c(OC)cc3C2)cc1	2%	-3	-13%	-4	2.9%	-4%	1	9	11
CCOc1ccc2[nH]c(=O)c(CN(CCO)C3(c4nnnn4C4CCCCC4)CCCCC3)cc2c1	0%	-3	11%	4	0.4%	3%	1	3	0
Fc1ccccc1CN1CCN(c2ccc(Cl)cc2)CC1	-1%	-6	-4%	-1	2.5%	0%	3	16	-13
COc1ccc(/C=N\N=C(N)N)cc1	-6%	-9	-10%	-4	-1.3%	-4%	1	12	-6
CCC(C)NC(=O)CN1C(=O)CN=C(c2ccccc2)c2ccccc21 (stereo not drawn)	1%	-9	1%	-3	0.7%	-4%	3	7	-3
CNc1cc(N2CCNCC2)ccc1[N+](=O)[O-]	-11%	-6	6%	0	-0.6%	-1%	1	-1	-11
O=C(c1ccc2c(=O)n(Cc3ccc4c(c3)OCO4)c(=S)[nH]c2c1)N1CCC2(CC1)OCCO2	-2%	0	-4%	-8	0.3%	-1%	1	0	6
COc1cccc(CNC2CN3CCC2CC3)c1OC (stereo not drawn)	-1%	-3	8%	-3	1.5%	-1%	3	-8	1
Cc1ccc(CN2CCCN(Cc3ccc(C)cc3)S2(=O)=O)cc1	0%	1	-9%	-1	-0.2%	-5%	16	-8	.
N#Cc1ccccc1Cn1cc(C(=O)c2ccco2)c2ccccc21	-3%	-2	-8%	1	0.5%	-2%	9	18	8
O=C1NC(=O)C(=Cc2ccc(-c3ccc(S(=O)(=O)N4CCOCC4)cc3)o2)C(=O)N1	3%	-6	?	0	1.3%	0%	3	-4	12
CCCC1(CCC)C(=O)NC(=Nc2ccccc2)NC1=O	0%	-2	1%	-12	-4.1%	-5%	2	-7	-6

Not all compounds are listed. The share of hits here may be higher or lower than overall.
